Assay outcomes: PubChem, several laboratories
GlmU inhibition: inhibition of mycobacterial GlmU enzyme – biochemical, glucosamine-1-phosphate acetyltransferase (AID 1376). M. tuberculosis GlmU acetyltransferase enzyme assay; higher % means a stronger effect. one-dose inhibition, %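 (tested at 30 µM in the primary screen)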; IC50 in µM for titrated hits. 220,000 tested, 0.25% active; in the data active = inhibition above about 13%;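 also: 0% = complete reaction with vehicle and 100% = reaction without substrate; strong numbers were not always called active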
RmlCD inh 1536: blocks M. tuberculosis RmlC and RmlD coupled enzymes; 160,000 tested, 0.03% active; RmlC+RmlD coupled enzyme assay, percent inhibition; primary screen in compound mixtures; P9WH09+P9WH11; inhibition, % at 3.6 µM; in the data active = inhibition mostly above about 34%, no sharp cut-off; also: some results filed as inactive read as strong as hits
Target sequence (P9WH09 whole entry, looked up): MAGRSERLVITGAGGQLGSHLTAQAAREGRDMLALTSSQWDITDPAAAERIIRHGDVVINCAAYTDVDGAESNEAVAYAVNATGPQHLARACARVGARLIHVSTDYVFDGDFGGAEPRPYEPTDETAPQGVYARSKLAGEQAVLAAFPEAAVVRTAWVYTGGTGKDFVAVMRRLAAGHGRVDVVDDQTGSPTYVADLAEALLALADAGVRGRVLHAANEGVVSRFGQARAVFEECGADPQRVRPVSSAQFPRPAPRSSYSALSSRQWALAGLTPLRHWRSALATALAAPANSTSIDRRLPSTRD
Target sequence (P9WH11 whole entry, looked up): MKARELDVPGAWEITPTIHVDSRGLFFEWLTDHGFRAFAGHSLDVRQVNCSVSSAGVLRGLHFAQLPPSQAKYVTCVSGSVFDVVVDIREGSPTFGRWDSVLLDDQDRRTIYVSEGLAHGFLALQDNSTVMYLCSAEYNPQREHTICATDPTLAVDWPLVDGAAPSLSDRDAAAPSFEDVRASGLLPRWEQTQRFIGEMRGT
* hit, by the source's call; · = no result given. Not all compounds are listed; the hit share may differ from the screen's.

SMILES	GlmU inhibition	RmlCD inh 1536
COC(=O)c1c(C)nc2ccccc2c1C(=O)O	·	10
O=C(Cn1[nH]c(=O)c2ccccc2c1=O)N1CC=C(c2ccccc2)CC1	1.6%	·
Cc1cccc(N(C(=O)CCC(=O)Nc2ccccn2)C(C(=O)NC(C)C)c2ccc(O)cc2)c1 (stereo not drawn)	-1.5%	·
CCN(C(=O)COC(=O)c1ccc(Cl)nc1)C1CCS(=O)(=O)C1 (stereo not drawn)	-4.1%	-10
S=C(NCc1ccccc1)N1CCN(c2ccccc2)CC1	-3.2%	·
CCN(CC)c1ccc(-n2cc3c(=O)n(C)c(=O)n(C)c3c2)cc1	0.8%	-8
Cc1ccccc1NC(=O)C1Cc2ccccc2C(=O)O1 (stereo not drawn)	4.6%	-5
Cc1nc(SCC(=O)NCCc2ccccc2)n[nH]1	·	-8
CC(C)=CCC/C(C)=C/CC/C(C)=N/O	-4.9%	4
CCc1ccccc1NC(=O)C1C(c2ccccc2)C1(Cl)Cl (stereo not drawn)	-3.0%	·
O=C(/C=C/c1ccc(Br)cc1)NC(=S)N1CCOCC1	6.3%	4
O=C(Nc1ccc(Cl)c(Cl)c1)O/N=C/c1ccncc1	-1.6%	·
O=[N+]([O-])c1cccc(C2NCC(c3ccccc3Cl)c3c2[nH]c2ccccc32)c1 (stereo not drawn)	1.2%	2
Clc1cccc(Cl)c1CNC1CCCC1	-6.4%	·
COc1cc([N+](=O)[O-])ccc1NC(=S)N1CCN(c2ccccn2)CC1	-5.9%	-1
COC(=O)c1ccc(OC(=O)CCN2c3ccccc3Sc3ccccc32)cc1	-2.4%	-7
CC(=O)Nc1ccc(S(=O)(=O)NCC(=O)NCCc2ccc(S(N)(=O)=O)cc2)cc1	0.6%	-9
CCCc1cc(=O)[nH]c(SCc2cc(=O)oc3c(C)c(C)ccc23)n1	-1.7%	-19
COc1ccc(OCC(=O)Nc2ncc3c(n2)CC(C)(C)CC3=O)cc1	-2.2%	-2
Cc1ccc2nc(SCC(=O)N3CCN(C(=O)c4ccco4)CC3)[nH]c2c1	6.7%	·
FC(F)(F)c1cccc(N2CCN(CC3CC=CCC3)CC2)c1 (stereo not drawn)	·	15
O=C(Nc1cccc(-c2csc(Nc3ccc(Cl)cc3)n2)c1)c1ccccc1	0.5%	·
O=S(=O)(NCc1ccc2c(c1)OCO2)c1cccc2cccnc12	0.9%	8
O=C(c1ccco1)N1CCN(C(=O)c2cnn3cccnc23)CC1	0.9%	·
Cc1ccc(NC(=O)CCn2c(=O)oc3ccccc32)cc1	-8.7%	1
O=C(CCSc1ccccc1)NC(=O)COC(=O)c1ccc(OC(F)F)cc1	1.4%	-6
CCOC(=O)c1c(C)[nH]c(C(=O)CN2C(=O)NC3(CCCC3)C2=O)c1C	-2.3%	-11
O=C(COC(=O)c1ccc2c(c1)OCO2)NC1CCS(=O)(=O)C1 (stereo not drawn)	6.1%	·
COC1=C(C)C(O)=C(C(=O)/C=C/c2ccccc2)C(=O)C1(C)C	3.7%	·
c1cn2c(NC3CCCC3)c(-c3ccc(N4CCOCC4)cc3)nc2cn1	2.9%	5
Cc1cccc(NC(=S)NCCC(c2ccccc2)c2ccccc2)c1	-0.5%	-14
CCOc1ccccc1N(C)C(=O)C1CCN(S(=O)(=O)c2cccc3nonc23)CC1	-0.2%	24
Cn1c(-c2ccc3c(c2)OCO3)cnc1NCc1cccc(Cl)c1	-3.0%	-11
Cc1cc(C=C2C(=O)c3ccccc3C2=O)c(C)n1-c1ccc(Cl)cc1	·	1
CC(C)c1ccc(N2C(=O)CC(Sc3ncn[nH]3)C2=O)cc1 (stereo not drawn)	1.9%	9
O=C(Cn1c(=O)oc2cc(S(=O)(=O)N3CCCC3)ccc21)N1CCN(C2CCCCC2)CC1	2.2%	13
CC1=C(c2ccc(C)cc2)S(=O)(=O)N(CC(=O)O)C1=O	1.7%	-9
CSCCC(NC(=O)c1ccc(Cl)cc1)C(=O)OCC(=O)Nc1cc(Cl)ccc1C (stereo not drawn)	-0.4%	19
CN1CCN(NC(=O)c2cc(-c3cccc(Cl)c3)nc3ccccc23)CC1	3.7%	8
Nc1n[nH]c2ccccc12	-2.5%	-11
COc1cc(C(CCN2CCN(c3ccccc3)CC2)c2c(OC)cc(OC)c3ccc(=O)oc23)cc(OC)c1OC (stereo not drawn)	-1.1%	·
C#Cc1ccc([C@H]2C=C(C(=O)OCC=C)O[C@@H](OCc3ccc(CO)cc3)C2)cc1	-3.8%	·
Cc1ccc(NC(=O)CC2C(=O)OCC3CCCCN32)cc1Cl (stereo not drawn)	-2.6%	3
O=C(COc1cccc2c1CCN(Cc1ccccc1)C2=O)NCc1ccco1	2.0%	5
O=C(c1cc([N+](=O)[O-])cc([N+](=O)[O-])c1)N1CCCc2ccccc21	-3.4%	7
COc1nc2ccccc2c(=O)n1OCC(C)C	8.1%	-45
C=CCSC1=N/C(=C\c2cc(OCC)c(OC(C)=O)c([N+](=O)[O-])c2)C(=O)S1	11%	24
CC(=O)Cc1nsc(NC(=O)c2ccco2)n1	3.3%	-11
CS(=O)(=O)N(CC(=O)NC1CCCCC1)c1cccc(Cl)c1	1.4%	8
O=C(Nc1ccc(Cl)cc1)N1CCCN(Cc2ccc(F)cc2)C1	-8.8%	·
Next part.
SMILES	GlmU inhibition	RmlCD inh 1536
O=C(O)c1cc(-c2ccco2)nc2ccccc12	16%	·
O=C(CCCCCNC(=O)c1ccccc1)N/N=C/c1ccc(F)cc1	0.4%	-1
CN(C)C(C)(C)C#CCC(c1ccccc1)c1ccccc1	-5.8%	·
CCOC(=O)CC1C(=O)NCCN1c1nc2c(C)cccn2c(=O)c1/C=C1\SC(=S)N(CC(C)C)C1=O (stereo not drawn)	-8.4%	-9
CC(NCCC(c1ccccc1)c1ccccc1)c1ccccc1 (stereo not drawn)	-7.6%	·
Cc1ccc(S(=O)(=O)/N=C(/c2ccc(F)cc2)N2CCCCC2)cc1	1.5%	-8
COc1ccc2c(=O)cc(C(=O)O)oc2c1	3.1%	15
O=C(c1ccc(N2CCCC2=O)cc1)N1CCCCCC1	-4.5%	·
NC(CS(=O)O)C(=O)O (stereo not drawn)	-1.7%	·
Cc1nnc(-c2cccc(Br)c2)c2cn(-c3cccc(Br)c3)nc12	·	12
CC(C)NCc1cc(Br)ccc1OCc1ccccc1	0.8%	6
Cc1cccc(NC(=O)c2nc[nH]c2C(=O)NCC(=O)OCc2ccccc2)c1	3.8%	-9
Cc1ccc(NNC(=S)Nc2ccc(C(C)C)cc2)c(C)c1	2.7%	·
OCC(CO)(CO)N=Cc1c(O)ccc2ccccc12	4.1%	-6
COc1ccc(CCNc2nc(-c3ccco3)cc(C(F)(F)F)n2)cc1OC	-1.5%	·
Cc1cc(C)n(-c2nc(C(=O)O)cs2)n1	-2.8%	-1
COc1ccccc1/C=C/C(=O)c1ccccc1	-3.6%	·
Cc1nnc(SCC(=O)N(Cc2ccccc2)C(C)(C)C)[nH]c1=O	-0.8%	-6
Cc1ccc(NC(=O)/C=C/c2ccc([N+](=O)[O-])s2)cc1	1.1%	-1
Cc1ccc(Sc2ncccc2COC(=O)Nc2c(C)cccc2C)cc1	-3.6%	2

16 entries out of the list, arranged by count of non-hydrogen atoms, ascending.
SMILES	GlmU inhibition	RmlCD inh 1536
NC(CS(=O)O)C(=O)O (stereo not drawn)	-1.7%	·
Cc1cc(C)n(-c2nc(C(=O)O)cs2)n1	-2.8%	-1
CC(=O)Cc1nsc(NC(=O)c2ccco2)n1	3.3%	-11
COc1nc2ccccc2c(=O)n1OCC(C)C	8.1%	-45
Cc1ccc(NC(=O)/C=C/c2ccc([N+](=O)[O-])s2)cc1	1.1%	-1
O=C(c1ccc(N2CCCC2=O)cc1)N1CCCCCC1	-4.5%	·
CN(C)C(C)(C)C#CCC(c1ccccc1)c1ccccc1	-5.8%	·
CCN(C(=O)COC(=O)c1ccc(Cl)nc1)C1CCS(=O)(=O)C1 (stereo not drawn)	-4.1%	-10
O=C(c1ccco1)N1CCN(C(=O)c2cnn3cccnc23)CC1	0.9%	·
COc1ccc(OCC(=O)Nc2ncc3c(n2)CC(C)(C)CC3=O)cc1	-2.2%	-2
Cc1ccc(Sc2ncccc2COC(=O)Nc2c(C)cccc2C)cc1	-3.6%	2
O=C(Nc1cccc(-c2csc(Nc3ccc(Cl)cc3)n2)c1)c1ccccc1	0.5%	·
O=[N+]([O-])c1cccc(C2NCC(c3ccccc3Cl)c3c2[nH]c2ccccc32)c1 (stereo not drawn)	1.2%	2
C#Cc1ccc([C@H]2C=C(C(=O)OCC=C)O[C@@H](OCc3ccc(CO)cc3)C2)cc1	-3.8%	·
O=C(Cn1c(=O)oc2cc(S(=O)(=O)N3CCCC3)ccc21)N1CCN(C2CCCCC2)CC1	2.2%	13
Cc1cccc(N(C(=O)CCC(=O)Nc2ccccn2)C(C(=O)NC(C)C)c2ccc(O)cc2)c1 (stereo not drawn)	-1.5%	·

(further entries)
SMILES	GlmU inhibition	RmlCD inh 1536
COc1ccccc1NC(=O)/C=C/C(=O)O	4.3%	-7
O=C(c1nc2ccccn2c1CN1CCC(Cc2ccccc2)CC1)N1CCCC1	-0.5%	·
COc1ccc(C(=O)NC(=S)NNC(=O)c2c(-c3ccccc3)noc2C)cc1OC	2.2%	0
Cn1c(=O)c2ncn(CC(=O)N/N=C/C=C/c3ccccc3)c2n(C)c1=O	7.7%	-15
COC(=O)c1ccc(N2C(=O)C3CC=CC(C)C3C2=O)cc1 (stereo not drawn)	-3.0%	3
Cc1ccc(C(=O)NC(=S)Nc2ccc(NC(=O)c3cccc(Cl)c3)cc2)cc1	0.4%	-6
COc1cc([C@H](Cc2ccccc2)NC(C)=O)oc(=O)c1	2.5%	-6
CC(C)(C)OC(=O)NCCCC[C@H](NC(=O)c1nc[nH]c1C(=O)N[C@@H](CCCCNC(=O)OC(C)(C)C)C(=O)OC(C)(C)C)C(=O)OC(C)(C)C	4.9%	·
COc1ccc(/C=N/NC(=O)c2sccc2OCc2ccc(F)cc2)cc1OC	-5.2%	·
CC(C)NC(=O)c1cccc(Br)c1	-1.9%	6
COc1cccc(OC)c1C(=O)Nc1ccc(Cc2ccncc2)cc1	-0.6%	-7
Cc1cc(C)nc(NS(=O)(=O)c2ccc(NC(=O)CN3C(=O)S/C(=C\c4ccccc4)C3=O)cc2)n1	-1.7%	·
Cc1ccc(C(=O)Nc2nc3ccccc3s2)s1	·	8
Cc1ccc(C)c(Cn2c(=O)n(-c3ccc(CC(=O)NCc4ccco4)cc3)c(=O)c3sccc32)c1	4.3%	6
Cc1ccc2nc(SCc3nnc(-c4ccccc4Br)o3)[nH]c2c1	-1.8%	-12
COCCN(C(=O)c1csnn1)C(C(=O)NC1CCCCC1)c1cccs1 (stereo not drawn)	3.9%	·
C=CCNC(=O)CCCOc1cc(C)ccc1C	-2.4%	-1
N#C/C(=C(/O)CSc1nnc(Cc2cccs2)n1C1CCCCC1)c1nc2ccccc2[nH]1	2.8%	·
COCC(C)NC(=O)/C=C/c1ccc(OC)cc1 (stereo not drawn)	-0.6%	66
COc1ccc(C2CC(=O)c3c(C)nc(N4CCN(c5ccccc5)CC4)nc3C2)cc1 (stereo not drawn)	-1.5%	24
COc1cc(/C=C/C(=O)O)cc(OC)c1OC	3.6%	3
O=S1(=O)CCN(Cc2csc(-c3cccs3)n2)CC1	0.9%	·
CC(C)CC1NC(=O)N(CC(=O)c2ccc3c(c2)OCCO3)C1=O (stereo not drawn)	2.3%	-5
CCOC(Cn1c(CCCO)nc2ccccc21)OCC	2.5%	·
FC(F)(F)c1cnc(NNC(=S)Nc2ccc(Cl)cc2)c(Cl)c1	10%	1
CN(C(=O)COC(=O)C1CCN(S(=O)(=O)c2cccs2)CC1)c1ccccc1	-7.0%	·
O=C(CN1CCN(c2ccc(F)cc2)CC1)N1N=CCC1c1ccccc1 (stereo not drawn)	3.3%	81
O=C(c1ccc2c(c1)OCO2)C1CCCN(Cc2ccc3cccc(F)c3n2)C1 (stereo not drawn)	-6.2%	10
COc1cccc(-c2cc(C(=O)N3N=C(C)CC3(O)C(F)F)c3ccccc3n2)c1 (stereo not drawn)	2.5%	6
CCN(CC)c1ccc(NC(=O)CN2C(=O)CC(C)(C)S(=O)(=O)c3ccccc32)c(C)c1	-3.4%	·
COc1ccc(C(=O)/C=C/C(=O)N(Cc2ccc3c(c2)OCO3)C(C(=O)NC2CCCCC2)c2ccncc2)c(O)c1 (stereo not drawn)	4.8%	4
O=C(COC(=O)c1cc(Cl)ccc1Cl)NCCN1C(=O)CSC1=O	-4.6%	-8
Cc1cc(=O)[nH]c(SCC(=O)NC2CCCc3ccccc32)n1 (stereo not drawn)	3.1%	-5
Cc1ccc(NC(=O)C(=O)NCc2ccccn2)cc1	7.7%	-2
CCOC(=O)c1cnc(-n2nc(C)cc2C)nc1NNc1ncc(-c2ccccc2)cn1	2.0%	-5
Cc1ccc2c(c1C)NC(=O)C21N2CCCC2C(C(=O)c2ccc3ccccc3c2)C12C(=O)Nc1ccccc12 (stereo not drawn)	-0.5%	28
CCOC(=O)/C(C#N)=C\c1ccco1	-1.9%	-8
CCN(c1ccccc1)S(=O)(=O)c1cc([N+](=O)[O-])ccc1N	2.1%	-16
CC(C)OC(=O)c1c(NC(=O)c2cccs2)sc2c1CCCC2	-1.9%	·
Cc1ccc(S(=O)(=O)NCC(=O)N/N=C/c2ccccc2O)cc1	2.2%	-5
CCc1c(C)sc(NC(=O)c2ccc(Br)o2)c1C(=O)OC	0.3%	·
COCCCn1c(-c2ccc(S(=O)(=O)N3CCOCC3)cc2)csc1=Nc1ccccc1	·	6
N#CCCN/N=C(/Cc1nc2ccccc2[nH]1)c1cccc(Cl)c1	6.7%	-3
CCCNS(=O)(=O)c1ccc(NC(=O)c2cccnc2)cc1	-3.9%	-10
C=CCN(CC=C)C(=S)NCCc1ccc(OC)c(OC)c1	-1.7%	-10
CCN1/C(=C/c2sc(-c3ccccc3C)c[n+]2C)Sc2ccccc21	-1.8%	33
CCCCc1nc2ccccc2n1Cc1nnc2n1-c1ccccc1SC2	1.4%	·
